Screening data deposited in PubChem by National Center for Advancing Translational Sciences (NCATS).
Tb PFK inh = qHTS Assay to Find Inhibitors of T. brucei phosphofructokinase. ATP-dependent 6-phosphofructokinase (Trypanosoma brucei brucei), O15648. T. brucei PFK, ADP-Glo luminescence. Potency, µM (series often up to 57.5 µM), inactives show at the top dose activity, negative = inhibition, usual class: inhibitors. 330,000 tested, 0.17% active;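 also: potency is read from the fitted curve at half-maximal effect; 0% = uninhibited 1x PFK enzyme wells and -100% = no-enzyme wells; nearly all actives have a fitted effect of over 60% in size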
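Activity is normalized to no-enzyme wells (full inhibition) and 1.25 nM enzyme wells (no inhibition). Reaction: 0.5 mM F6P, 0.1 mM ATP, 45 min RT, ADP-Glo luminescence; concentration-response curves fitted and classed by quality.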
TSG101-PTAP inh = qHTS Assay for Iinhibitors of HIV-1 Budding by Blocking the Interaction of PTAP/TSG101; Potency, µM (highest dose often 115 µM), for the others: top-dose activity change, negative = inhibition, usual class: inhibitors; 340,000 tested, under 10 active; Tumor susceptibility gene 101 protein (Homo sapiens), Q99816; Fluorescence polarization, FITC-PTAP peptide / Tsg101 binding; AID 493005, 2010; active = well fitted inhibition curve with a large enough effect in the main read-out, with a control signal flat, not every such curve was filed as active; inconclusive = small, poorly fitted or top-dose-only effect, or effect the other way, or a change in a side signal; inactive = no such curve, though single readings can be large or run the other way; also: potency is read from the fitted curve at half-maximal effect; % of control where 0% means no effect
Target sequence (Q99816 whole entry, looked up): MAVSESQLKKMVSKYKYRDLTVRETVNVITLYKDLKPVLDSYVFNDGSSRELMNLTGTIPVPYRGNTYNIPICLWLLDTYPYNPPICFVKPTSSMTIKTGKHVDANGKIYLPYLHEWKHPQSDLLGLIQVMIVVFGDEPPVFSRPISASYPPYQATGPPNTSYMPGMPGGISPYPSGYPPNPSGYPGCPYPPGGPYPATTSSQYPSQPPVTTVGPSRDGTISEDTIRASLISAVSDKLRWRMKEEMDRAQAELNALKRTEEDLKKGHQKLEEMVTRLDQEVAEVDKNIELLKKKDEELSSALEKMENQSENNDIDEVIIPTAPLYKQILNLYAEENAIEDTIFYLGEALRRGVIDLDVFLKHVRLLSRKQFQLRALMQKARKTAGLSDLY
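Fluorescence polarization binding of Tsg101 binding domain (10 uM final) to FITC-labeled PTAP peptide (50 nM final) in HEPES pH 7.5 buffer with NaCl, Tween 20, EDTA, TCEP. Compounds added before peptide; binding 20 min at RT.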
BCR signal inh = qHTS Assay to Find Inhibitors of Chronic Active B-Cell Receptor Signaling; ABC-DLBCL IkBa-CBG/CBR reporter, luminescence ratio, 4 h; Potency, µM (top dose mostly 46.1 µM), for inactives: at the highest dose ratio change, negative = lower green/red ratio, usual class: inhibitors; 340,000 tested, 0.05% active; active = well fitted inhibition curve with a large enough effect in the signal ratio, with a control signal flat, not every such curve was filed as active; inconclusive = small, poorly fitted or top-dose-only effect, or effect the other way, or a change in a side signal; the % refers to the signal ratio;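 also: potency is read from the fitted curve at half-maximal effect; plate controls were basal doxycycline-induced cells for no effect and cells given 10 µM MG132 for full effect; MG132 reads +100%, hits lower the ratio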
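TMD8 ABC-DLBCL cells carrying doxycycline-inducible green luciferase fused to IkappaBalpha plus unfused red luciferase were exposed to compounds (up to 46 uM) for 4 hrs at 37C. Activity came from the overlap-corrected green/red luminescence ratio.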
ELG1 repair inh = qHTS screen for small molecules that inhibit ELG1-dependent DNA repair in human embryonic kidney (HEK293T) cells expressing luciferase-tagged ELG1; Potency, µM (highest dose often 46.1 µM), for inactives: top-dose activity change, negative = inhibition, usual class: inhibitors; HEK293T ELG1-luciferase reporter, luminescence, 16 h; DNA damage induced by 5-fluorouridine; AID 504467, 2011; 330,000 tested, 2.3% active; also: potency is read from the fitted curve at half-maximal effect; % is scaled to controls: 0 for no effect and ±100 for the full control effect; nearly all actives have a fitted effect of over 55% in size
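Luminescence from the luciferase reporter, measured 30 min after ONE-Glo reagent at room temperature, was the read-out. Beforehand, 2,000 cells per well were exposed for 16 hr at 37 °C to 5-fluorouridine together with compound or vehicle.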
Eya2 inh = qHTS Assay for Inhibitors of the Phosphatase Activity of Eya2; 330,000 tested, 0.006% active; recombinant Eya2, OMFP fluorescence dephosphorylation (OMFP is methylfluorescein phosphate); Protein phosphatase EYA2 (Homo sapiens), O00167; Potency, µM (doses to about 76.9 µM), for inactives: at the highest dose activity, negative = inhibition, most hits filed as inhibitors; also: potency is read from the fitted curve at half-maximal effect; % is scaled to controls: 0 for no effect and ±100 for the full control effect
Target sequence (O00167 whole entry, looked up): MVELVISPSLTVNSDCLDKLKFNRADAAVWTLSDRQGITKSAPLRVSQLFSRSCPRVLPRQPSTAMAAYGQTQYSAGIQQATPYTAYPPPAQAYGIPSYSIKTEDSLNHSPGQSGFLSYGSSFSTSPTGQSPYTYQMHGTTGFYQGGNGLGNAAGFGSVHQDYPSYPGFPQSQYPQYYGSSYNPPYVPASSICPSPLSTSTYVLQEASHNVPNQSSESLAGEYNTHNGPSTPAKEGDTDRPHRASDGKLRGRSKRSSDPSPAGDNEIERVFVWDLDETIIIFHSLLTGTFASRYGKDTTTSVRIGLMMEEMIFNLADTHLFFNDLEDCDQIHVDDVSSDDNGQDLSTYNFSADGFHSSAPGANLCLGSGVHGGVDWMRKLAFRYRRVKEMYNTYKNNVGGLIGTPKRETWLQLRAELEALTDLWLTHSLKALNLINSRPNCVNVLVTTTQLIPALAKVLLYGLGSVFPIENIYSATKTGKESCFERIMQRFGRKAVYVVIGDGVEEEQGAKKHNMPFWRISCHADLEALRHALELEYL
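Eya2 (0.2 uM) preincubated 10 min at ambient with compound, then OMFP substrate added at 50 uM; 10 min reaction in 50 mM HEPES pH 7.5, 50 mM NaCl, 5 uM MgCl2, 0.05% BSA, 1 mM DTT. Fluorescence read at Ex 485/Em 525 nm.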
B2AR arrestin = qHTS assay of beta-arrestin-biased ligands of beta2-adrenergic receptor. beta-arrestin recruitment to beta2AR, cell-based reporter. Potency, µM (titrated, usually from 46.1 µM), inactives show at the highest dose activation, actives largely listed as activators. 330,000 tested, 0.02% active. AID 492947, 2010;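 also: potency is read from the fitted curve at half-maximal effect; 0% = DMSO controls and full agonism = EC100 isoproterenol or metaproterenol; nearly all actives have a fitted effect of over 65% in size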
TSHR antag = Antagonists of the Thyroid Stimulating Hormone Receptor: HTS campaign. AID 504810, 2011. Thyrotropin receptor (Homo sapiens), P16473. activity change, negative = inhibition, % at 11.5 µM. TSHR-expressing cells, TSH-stimulated cAMP HTRF, 2 h; hits give low values. 330,000 tested, 0.2% active;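 active = activity change below a set negative limit, meaning inhibition stronger than a set level, cut at about -70% in these data; inconclusive = activity change between two set negative limits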; also: % is scaled to controls: 0 for no effect and ±100 for the full control effect
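TSHR-expressing cells were treated with compounds, then stimulated with TSH at EC80 (4nM final) for 2 hours at 37 deg C. Cellular cAMP was measured by HTRF competition between lysate cAMP and cAMP-d2 for a cryptate-labelled anti-cAMP antibody.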
uPA surface inh = qHTS for Inhibitors of Cell Surface uPA Generation | cell surface uPA generation assay, qHTS | Potency, µM (top dose mostly 38.3 µM), for the others: at the top dose activity change, negative = inhibition, usual class: inhibitors | 330,000 tested, 0.31% active | AID 540303, 2011; active = well fitted inhibition curve with a large enough effect; inconclusive = small, poorly fitted or top-dose-only effect; inactive = no such curve, though single readings can be large or run the other way; tested in mouse RAW 264.7 cells; also: potency is read from the fitted curve at half-maximal effect; % is scaled to controls: 0 for no effect and ±100 for the full control effect; nearly all actives have a fitted effect of over 55% in size
USP2a inh = qHTS Assay for Inhibitors of Ubiquitin-specific Protease USP2a Using CHOP2 as the Reporter; Ubiquitin carboxyl-terminal hydrolase 2 (Homo sapiens), O75604; USP2 core, Ub-CHOP2 coupled fluorogenic reporter, 485/531; Potency, µM (highest dose often 38.3 µM), without a hit: at the highest dose activity change, negative = inhibition, hits mostly inhibitors; 330,000 tested, 0.01% active; AID 463254, 2010;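 also: potency is read from the fitted curve at half-maximal effect; plate controls were DMSO wells for no effect and full inhibition by NEM control for full effect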
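USP2 core (10nM final) preincubated 30min RT with compound in 20mM Tris-HCl pH 8.0, 2mM CaCl2, 2mM beta-mercaptoethanol, 0.05% CHAPS; 25nM Ub-CHOP2 plus 25nM reporter substrate added, fluorescence (Ex485/Em531) read after 60min.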
TCR act = Activators of T cell receptors: qHTS campaign; primary human leukocytes, anti-CD3, IL-2 HTRF, 48 h; Potency, µM (highest dose often 9.22 µM), inactives show at the top dose activation of IL-2 secretion, most hits filed as activators; 330,000 tested, under 10 active; also: % of control where 0% means no effect
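Primary human leukocytes incubated 48 hr with anti-CD3 beads plus compound, without co-stimulation. Secreted IL-2 measured by HTRF (europium cryptate/d2 anti-IL-2 pair, 320 nm excitation, 665 nm emission).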
Mito fusion act = qHTS Assay for Small Molecule Inhibitors of Mitochondrial Division or Activators of Mitochondrial Fusion; S. cerevisiae fusion-defective mutant growth rescue, CellTiterGlo 48 h; Potency, µM (highest dose often 46.1 µM), for the others: top-dose growth rescue (activation), actives largely listed as activators; 320,000 tested, 0.23% active; AID 485298, 2010;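 also: potency is read from the fitted curve at half-maximal effect; % of control where 0% means no effect; nearly all actives have a fitted effect of over 45% in size; temperature-sensitive fusion mutants such as fzo1-1 at 37 °C on non-fermentable ethanol glycerol medium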
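Growth-rescue viability read-out: after 48 h at the non-permissive 37C in glycerol/ethanol YPEG, yeast mitochondrial fusion mutants are measured by CellTiterGlo luminescence; compounds (23 nl pinned per well) restoring growth score as division inhibitors or fusion activators.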
* = called active by the depositor; [ ] = remark or other dose. Unless noted, calls follow the shape of the dose curve; as a rule, active = well fitted curve in the direction sought with a large enough effect; inconclusive = small, poorly fitted or top-dose-only effect, or another doubt; inactive = no such curve, though single readings can be large; an effect the other way counts as inactive or inconclusive.

Screening C=C1CCC2[C@](C)(CO)[C@H](O)CC[C@@]2(C)[C@@H]1C/C=C1\C(=O)OC[C@H]1O (some centres not stated) returned Tb PFK inh 1%, TSG101-PTAP inh -2%, BCR signal inh inconclusive, ELG1 repair inh inconclusive, Eya2 inh -17%, B2AR arrestin -0.2%, TSHR antag -5, uPA surface inh inconclusive, USP2a inh -1%, TCR act -2% and Mito fusion act -10%.
COCCCNC(=S)N/N=C/c1ccc(O)cc1O was read as Tb PFK inh -1%, TSG101-PTAP inh -2%, BCR signal inh inconclusive, ELG1 repair inh -26%, Eya2 inh -3%, B2AR arrestin 0.3%, TSHR antag -4, uPA surface inh -6%, USP2a inh 0%, TCR act 2% and Mito fusion act -1%.
Cc1ccc(S(=O)(=O)N2CCC(C(=O)OCC(=O)N(C)C3CCS(=O)(=O)C3)CC2)cc1C (configuration not stated) was read as Tb PFK inh -2%, TSG101-PTAP inh -3%, BCR signal inh 12%, ELG1 repair inh 12%, Eya2 inh 7%, B2AR arrestin -0.1%, TSHR antag -3, uPA surface inh -8%, USP2a inh 0%, TCR act 0% and Mito fusion act -4%.
`O=C(NC1CCCC1)c1cc(COc2ccc3ncccc3c2)on1` gave Tb PFK inh 5%, TSG101-PTAP inh -2%, BCR signal inh -13%, ELG1 repair inh 2.3µM*, Eya2 inh -17%, B2AR arrestin 0.1%, TSHR antag -18, uPA surface inh -29%, USP2a inh 1%, TCR act 3% and Mito fusion act -5%.
Screening COc1ccccc1OCCC(=O)OCC(=O)NCc1ccc(Cl)cc1 returned Tb PFK inh 1%, TSG101-PTAP inh -7%, BCR signal inh -1%, ELG1 repair inh 10%, Eya2 inh -6%, B2AR arrestin 0.1%, TSHR antag 11, uPA surface inh 1%, USP2a inh 0%, TCR act -5% and Mito fusion act -5%.
For Cn1nccc1C(=O)Nc1ccc2c(c1)OCCO2 the results were Tb PFK inh -15%, TSG101-PTAP inh -5%, BCR signal inh -12%, ELG1 repair inh inconclusive, Eya2 inh 6%, B2AR arrestin -0.1%, TSHR antag -2, uPA surface inh -30%, USP2a inh 2%, TCR act -1% and Mito fusion act -5%.
For Cc1onc(-c2ccccc2Cl)c1C(=O)NC1CCCCCC1 the results were Tb PFK inh 10%, TSG101-PTAP inh -6%, BCR signal inh inconclusive, ELG1 repair inh -7%, Eya2 inh -5%, B2AR arrestin -0.2%, TSHR antag -9, uPA surface inh 2%, USP2a inh 3%, TCR act 10% and Mito fusion act 6%.
Screening COc1ccc(CN2C(=O)CCC2(C)C(=O)NC2CCCC2)c(OC)c1 (configuration not stated) returned Tb PFK inh 1%, TSG101-PTAP inh -4%, BCR signal inh 0%, ELG1 repair inh 4%, Eya2 inh -4%, B2AR arrestin -1.0%, TSHR antag 18, uPA surface inh 6%, USP2a inh 2%, TCR act 0% and Mito fusion act -3%.
For O=C(O)c1cccnc1SCc1cccc(Br)c1 the results were Tb PFK inh 0%, TSG101-PTAP inh -1%, BCR signal inh inconclusive, ELG1 repair inh inconclusive, Eya2 inh -3%, B2AR arrestin -0.7%, TSHR antag 4, uPA surface inh 8%, USP2a inh 0%, TCR act 6% and Mito fusion act 17%.
`COc1ccccc1CNC(=O)C(=O)c1cn(CC(=O)N2CCCC2)c2ccccc12` gave Tb PFK inh 1%, TSG101-PTAP inh -1%, BCR signal inh inconclusive, ELG1 repair inh 12%, Eya2 inh 0%, B2AR arrestin 3.1%, TSHR antag 6, uPA surface inh -1%, USP2a inh 0%, TCR act -1% and Mito fusion act 0%.
CCCCCCC(C)n1cc(C(C)=O)c(=O)[nH]c1=O (configuration not stated) was read as Tb PFK inh 0%, TSG101-PTAP inh -1%, BCR signal inh -1%, ELG1 repair inh inconclusive, Eya2 inh -9%, B2AR arrestin -0.2%, TSHR antag -1, uPA surface inh -1%, USP2a inh 0%, TCR act -9% and Mito fusion act 0%.
CC(C)(C)C1CCC(C(=O)NCCc2ccc(S(N)(=O)=O)cc2)CC1 (configuration not stated) was read as Tb PFK inh -1%, TSG101-PTAP inh -12%, BCR signal inh 7%, ELG1 repair inh 4%, Eya2 inh -2%, B2AR arrestin -0.2%, TSHR antag 15, uPA surface inh -2%, USP2a inh 1%, TCR act -1% and Mito fusion act inconclusive.
For CC(C)(C)SCCSC1=CC(=O)CC(c2ccccc2)C1 (configuration not stated) the results were Tb PFK inh -4%, TSG101-PTAP inh -3%, BCR signal inh inconclusive, ELG1 repair inh inconclusive, Eya2 inh -18%, B2AR arrestin -0.1%, TSHR antag 8, uPA surface inh -2%, USP2a inh -9%, TCR act 3% and Mito fusion act -7%.
Screening Cc1c(Nc2nc(-c3ccc(Cl)cc3)cs2)c(=O)n(-c2ccccc2)n1C returned Tb PFK inh -12%, TSG101-PTAP inh 5%, BCR signal inh inconclusive, ELG1 repair inh -5%, Eya2 inh -5%, B2AR arrestin 0.4%, TSHR antag 5, uPA surface inh 1%, USP2a inh 0%, TCR act 6%[46.1 µM] and Mito fusion act 28%.
For COc1cccc(CN2CC(C(=O)N3CCOCC3)CCC2=O)c1 (configuration not stated) the results were Tb PFK inh -4%, TSG101-PTAP inh -3%, BCR signal inh 0%, ELG1 repair inh inconclusive, Eya2 inh 2%, B2AR arrestin -0.1%, TSHR antag 7, uPA surface inh 2%, USP2a inh 1%, TCR act -5% and Mito fusion act -15%.
For Cc1ccnc(SCC(=O)NC2CCCCCC2)n1 the results were Tb PFK inh -14%, TSG101-PTAP inh -4%, BCR signal inh 0%, ELG1 repair inh -13%, Eya2 inh -2%, B2AR arrestin 0.0%, TSHR antag 0, uPA surface inh 4%, USP2a inh 0%, TCR act -2% and Mito fusion act 0%.
COc1cc(C(=O)OCC(=O)Nc2cc(C)on2)ccc1OCc1ccccc1Cl was read as Tb PFK inh -4%, TSG101-PTAP inh -3%, BCR signal inh 0%, ELG1 repair inh inconclusive, Eya2 inh -6%, B2AR arrestin -0.1%, TSHR antag -16, uPA surface inh 1%, USP2a inh 3%, TCR act -2% and Mito fusion act -2%.
For Cc1ccc(CNC(=O)CSc2nnc3n2CCCCC3)cc1 the results were Tb PFK inh 4%, TSG101-PTAP inh -5%, BCR signal inh 3%, ELG1 repair inh -2%, Eya2 inh 5%, B2AR arrestin 0.0%, TSHR antag -9, uPA surface inh 10%, USP2a inh -4%, TCR act -3% and Mito fusion act -2%.
O=C(NCc1cccc(C(F)(F)F)c1)C1CC(c2ccc(C(F)(F)F)cc2)=NO1 (configuration not stated) was read as Tb PFK inh -5%, TSG101-PTAP inh -3%, BCR signal inh inconclusive, ELG1 repair inh -13%, Eya2 inh -3%, B2AR arrestin -1.2%, TSHR antag -4, uPA surface inh 12%, USP2a inh 0%, TCR act 0% and Mito fusion act -29%.
